GSH fluor: compound fluoresces at 488/530 nm on GSH beads | 190,000 tested, 0.25% active | fluorescence (KMESF) at 10 µM | GSH beads flow cytometry, compound fluorescence 488/530 nm; active compounds read high; in the data active = fluorescence above about 89;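 also: glutathione beads carrying GST-tagged Bcl family fusion proteins plus one bare bead set; values are compound well signal with DMSO vehicle wells as background; inactives centre near 16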
Pf gamet viab: P. falciparum stage V gametocyte viability inhibition | P. falciparum stage V gametocytes, ATP luminescence, 24 h | 150,000 tested, 0.065% active | AID 743093 | inhibition, % at 10.9 µM;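 active = inhibition above the mean plus 3 SD of compounds within the control limits, set per campaign, cut at about 38% in these data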;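 also: 0% = DMSO wells and 100% = medium only without gametocytes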
Mcl1 Bid PPI: Mcl-1/Bid interaction inhibition; Q07820; TR-FRET Mcl-1/Bid-Dy647 peptide binding, 1536-well; inhibition, % at 21.7 µM; 220,000 tested, 0.97% active; AID 1021;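 active = compounds that cut the binding signal by more than half at the single screening dose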;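 also: His-tagged Mcl-1 with europium anti-His antibody binding Bid BH3 peptide; 0% = Mcl-1 plus peptide wells and 100% = peptide-only wells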
Mcl-1 Bim block: inhibitors of Bim-Mcl-1 interaction, human | AID 1009 | 190,000 tested, 0.1% active | inhibition, % at 10 µM | Q07820 | Bead-based flow cytometry, Bim peptide-Mcl-1 binding; in the data active = inhibition above about 40%;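 also: 0% = no compound tracer wells and 100% = peptide blocker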
RGS7-Gao reg: regulators of human RGS7-Galphao interaction. P09471. Multiplexed bead flow cytometry, RGS7-Galphao binding; actives lie on both sides. binding response (% of control), % at 10 µM. 220,000 tested, 0.35% active. AID 1439; in the data active = binding response below about 49% or above about 150%; inconclusive = no clear call, values can overlap the other calls; inactive = in between;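 also: fluorescent Galphao held in activated GDP-AlF4 state binding bead-coupled RGS7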
Target sequence (P09471 whole entry, looked up): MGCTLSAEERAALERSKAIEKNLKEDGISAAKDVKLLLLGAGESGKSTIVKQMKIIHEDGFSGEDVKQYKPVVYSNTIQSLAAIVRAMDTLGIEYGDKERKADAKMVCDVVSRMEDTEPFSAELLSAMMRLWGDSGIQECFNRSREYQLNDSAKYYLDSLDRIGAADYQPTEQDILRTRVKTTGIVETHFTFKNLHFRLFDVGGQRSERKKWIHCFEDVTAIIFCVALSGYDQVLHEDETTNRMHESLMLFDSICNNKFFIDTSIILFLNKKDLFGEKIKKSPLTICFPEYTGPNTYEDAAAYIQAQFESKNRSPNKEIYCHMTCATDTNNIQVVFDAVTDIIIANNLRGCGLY
ABCG2 block: inhibitors of human ABCG2 transporter, ABCB1 counter-screen | IgMXP3 cells, JC-1 efflux, flow cytometry | Q9UNQ0 | inhibition, % at 6.6 µM | 190,000 tested, 0.1% active;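 active = inhibition above 80%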;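 also: 0% = DMSO and 100% = nicardipine control wells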
Target sequence (Q9UNQ0 whole entry, looked up): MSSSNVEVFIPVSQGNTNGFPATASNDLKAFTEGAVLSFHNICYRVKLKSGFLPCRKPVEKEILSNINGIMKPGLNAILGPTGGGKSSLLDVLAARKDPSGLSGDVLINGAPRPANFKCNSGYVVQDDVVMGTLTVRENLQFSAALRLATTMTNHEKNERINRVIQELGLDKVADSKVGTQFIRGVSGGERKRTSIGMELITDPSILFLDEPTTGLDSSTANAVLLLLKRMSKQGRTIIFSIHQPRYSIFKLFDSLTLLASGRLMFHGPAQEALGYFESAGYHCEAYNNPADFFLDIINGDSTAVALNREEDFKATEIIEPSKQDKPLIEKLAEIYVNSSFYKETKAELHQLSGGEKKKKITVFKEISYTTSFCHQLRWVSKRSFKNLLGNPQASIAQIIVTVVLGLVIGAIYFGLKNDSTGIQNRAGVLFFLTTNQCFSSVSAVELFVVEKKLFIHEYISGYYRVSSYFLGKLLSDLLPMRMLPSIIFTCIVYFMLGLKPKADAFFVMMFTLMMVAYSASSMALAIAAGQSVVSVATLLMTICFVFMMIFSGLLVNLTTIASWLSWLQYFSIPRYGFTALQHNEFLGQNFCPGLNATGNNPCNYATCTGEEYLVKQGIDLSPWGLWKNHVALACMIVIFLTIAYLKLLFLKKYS
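Test system: ABCG2 IgMXP3 and barcoded ABCB1 CCRF-Adr cell mix; Schedule: cells with compound and JC-1, 10 min at 25 °C, rotating, no wash; Technique: flow cytometry of retained JC-1 fluorescence; Measure: % inhibition of efflux relative to nicardipine and DMSO; Controls: nicardipine high and DMSO low controls.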
Avidin fluor: compound fluoresces at 488/530 nm on avidin beads | compound fluorescence 488/530 nm, flow cytometry; active compounds read high | fluorescence (KMESF) at 10 µM | 220,000 tested, 0.38% active | AID 1775; in the data active = fluorescence above about 47; also: inactives centre near 10
RGS8-Gao reg: regulators of human RGS8-Galphao interaction; P09471; multiplexed bead flow cytometry, RGS8-Galphao binding; actives lie on both sides; response (percent of control binding), % at 10 µM; 220,000 tested, 0.34% active; in the data active = response below about 60% or above about 140%; inactive = in between;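 also: Galphao activated as the GDP aluminium fluoride complex binding bead-coupled RGS8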
RGS4-Gao reg: modulates binding of RGS4 to human Galphao; binding response (% of control), % at 10 µM; P09471; 220,000 tested, 0.33% active; Multiplexed bead flow cytometry; actives lie on both sides; in the data active = binding response below about 49% or above about 150%; inactive = in between;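 also: fluorescent Galphao activated with aluminum fluoride binding bead-coupled RGS4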
ABCB1 inh: blocks JC-1 efflux by human ABCB1 transporter; CCRF-Adr cells, flow cytometry; P08183; inhibition, % at 6.6 µM; 190,000 tested, 0.067% active; in the data active = inhibition above about 40%;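 also: 0% = vehicle and 100% = reference inhibitor; higher value means more JC-1 retained so stronger ABCB1 efflux block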
Mcl1-Noxa inh: Mcl-1/Noxa interaction inhibition | Q07820 | TR-FRET Mcl-1/Noxa peptide binding, 2 h | inhibition, % at 21.7 µM | 220,000 tested, 1.5% active | AID 1022;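 active = compounds that cut the protein-peptide binding signal by more than 50% relative to plate controls in a single-dose test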;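 also: His-tagged Mcl-1 with rhodamine Noxa BH3 peptide and terbium anti-His antibody; 0% = Mcl-1 plus Noxa peptide wells and 100% = peptide-only wells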
Active calls of the source: *; ? = inconclusive; / = no result given.

Values run as follows: Avidin fluor, RGS8-Gao reg, RGS4-Gao reg, Mcl1-Noxa inh, ABCG2 block, ABCB1 inh, Pf gamet viab, RGS7-Gao reg, GSH fluor, Mcl1 Bid PPI, Mcl-1 Bim block
- O=C(NCc1cccs1)c1cccc(N2CCCC2=O)c1
 : 35, 109, 103, 14, 4, 0.7, /, 106, 18, -21, -1
- O=C(c1ccco1)N1CCN(C(=O)C2CCN(S(=O)(=O)Cc3ccccc3)CC2)CC1
 : 5, 122, 122, 11, 1, 0.4, 24, 125, 12, -20, 0
- CCn1c(C)c(C(C)=O)c(NCc2ccccc2)nc1=S
 : 9, 97, 97, 12, 4, -0.1, /, 101, 18, -31, 0
- Cc1ccc(NC(=O)c2cccc(OC(F)F)c2)c(OC(F)F)c1
 : 1, 88, 94, 20, 21, 2.2, 0, 95, 7, 13, -2
- COc1ccc(-n2c(C)nc3c(cnn3-c3ccccc3)c2=O)cc1
 : 6, 103, 102, 6, 0, -0.2, /, 103, 65, -3, -2
- O=c1[nH]c2ccccc2c(=O)n1Cc1ccccc1
 : 6, 98, 100, -1, 1, 0.1, /, 98, 53, 0, -2
- C=CCn1c(CNC(=O)c2ccccc2C)nnc1SCC(=O)NC1CCCC1
 : 8, 104, 103, 12, 1, 0.3, -39, 100, 42, -46, 1
- COC(=O)Nc1nnc(-c2ccc(OC)cc2)s1
 : 6, 101, 99, 19, /, /, 7, ?, /, 8, /
- O=C(Nc1cccnc1)c1scc2c1OCCO2
 : 30, 100, 103, 3, 28, 0.4, /, 103, 20, -9, -5
- C(=N\n1cnnc1)/c1ccc(N2CCOCC2)cc1
 : 7, 102, 102, -10, 3, 0.9, -21, 100, 67, -17, -2
- Fc1ccc(N2CCN(c3nnnn3-c3ccccc3)CC2)cc1
 : 25, 105, 102, 7, 2, 0.7, -7, 102, 8, -10, 1
- CC1=NN(C(C#N)c2ccccc2C)C(C)(C)C1 (stereo not given)
 : 13, 103, 104, -6, 1, 0.5, 14, ?, 13, -8, -1
- COC(=O)c1[nH]c2ccc(Cl)cc2c1NC(=O)CN1CCC(C(N)=O)CC1
 : 16, 95, 96, 10, -1, 0.5, /, 98, 20, -8, 0
- CCOC(=O)Cn1c(=NC(=O)C2CC2)sc2c(C)cc(C)cc21
 : 7, 101, 100, -28, /, /, 10, ?, /, -6, /
- O=S1(=O)N=C(Oc2ccccc2)c2ccccc21
 : 39, 98, 95, 9, 12, 0.3, 12, 95, 26, 7, -5
- O=C(COC(=O)/C=C/c1nc2ccccc2s1)Nc1cccc2ccccc12
 : 15, 103, 99, 11, 4, 0.6, /, 96, 6, -17, -4
- O=C(COc1ccc(Br)cc1CO)Nc1ccccc1F
 : 13, 101, 99, 2, 12, -0.1, /, 97, 27, -50, -3
- CCCC(=O)Nc1cc(C)c(NC(=O)c2cccs2)cn1
 : 12, 100, 101, 11, 2, 0.7, 8, ?, 11, -19, 0
- C#CCOCCOCCOCCNc1nc(N2CCOCC2)nc(N2CCN(C(=O)[C@H](Cc3ccc(O)cc3)n3cc([C@@H](N)C(C)CC)nn3)CC2)n1 (stereo not given in full)
 : 6, 100, 97, 4, -1, -0.1, /, 96, 21, 4, -3
- O=C1c2cccc3cccc(c23)C(=O)N1Cc1ccco1
 : 11, 101, 99, 2, 2, 0.9, /, 99, 14, -2, -1
- COc1ccc(OC)c(N=Cc2c(O)[nH]c3ccccc23)c1
 : 20, 100, 98, 20, 3, 0.2, 10, 103, 9, -21, 0
- CCCSC1=N/C(=C\c2ccsc2)C(=O)S1
 : 32, 105, 107, 9, 2, 0.4, /, 109, 16, -38, 0
- O=C(/C=C\c1ccc2c(c1)OCO2)Nc1c2c(nn1-c1ccc(Cl)cc1)CSC2
 : 3, 110, 110, 19, -1, -0.3, /, 98, 16, -3, -5
- O=S(=O)(NN=C1CCCCCCC1)c1ccc(Br)cc1
 : 5, 103, 102, -12, 2, 0.9, /, 103, 16, -4, -1
- CCN(CCCNC(=O)C1CCCN(S(=O)(=O)CC)C1)c1cccc(C)c1 (stereo not given)
 : 9, 97, 97, 18, 0, 0.1, /, 96, 20, -27, -3
- CCOC(=O)/C(C#N)=C/Nc1ccccc1NS(=O)(=O)c1cccc(C(C)=O)c1
 : 16, 108, 99, 22, 1, 0.2, 28, 103, 14, -7, -2
- COc1ccccc1N1CCN(C(=O)C(OC(C)=O)c2ccccc2)CC1 (stereo not given)
 : 42, 104, 102, -1, 2, 0.7, /, 107, 24, -9, 0
- Cc1onc(-c2ccccc2Cl)c1C(=O)Nc1cccc(-c2nc3ncccn3c2C)c1
 : 8, 100, 98, 23, -5, -2.5, /, 101, 11, 5, 1
- c1ccc(-c2nnc(-c3ccccn3)s2)nc1
 : 5, 96, 103, 8, /, /, -4, ?, /, -41, /
- c1cc(-c2sc(-c3ccncc3)c(-c3ccncc3)c2-c2ccncc2)ccn1
 : 6, 97, 98, 0, /, /, 18, ?, /, -42, /

(list continues)
Values run as follows: Avidin fluor, RGS8-Gao reg, RGS4-Gao reg, Mcl1-Noxa inh, ABCG2 block, ABCB1 inh, Pf gamet viab, RGS7-Gao reg, GSH fluor, Mcl1 Bid PPI, Mcl-1 Bim block
- O=C(Nc1ccccc1Br)c1ccccc1-c1ccccc1
 : 4, 97, 99, 25, 14, 2.3, 2, 95, 18, -3, -3
- CCOc1ccc(N2CC(O)Cn3c2nc2c3c(=O)n(CCCc3ccccc3)c(=O)n2C)cc1 (stereo not given)
 : 12, 98, 90, 6, 4, 0.8, /, 95, 51, -42, -2
- Cc1ccc(OCc2nnc(NC(=O)c3ccco3)s2)c(C)c1
 : 9, 104, 104, 11, 3, 0.4, /, 103, 34, 1, -1
- CCOC(=O)C1CCN(C(=O)COC(=O)CNC(=O)c2ccc(OC)cc2)CC1
 : 9, 99, 97, 6, 5, 1.9, 1, ?, 13, -19, 4
- CC1CCCCC1NC(=O)CSc1nnc(COc2ccccc2Cl)o1 (stereo not given)
 : 6, 100, 97, 10, 3, 0.4, -9, 100, 26, -22, 2
- COc1ccc(CC(=O)NNC(=O)CCc2ccccc2)cc1OC
 : 7, 100, 99, -19, 0, 0.1, -7, 94, 19, -25, 2
- O=C(Nc1ccccc1Cl)/C(Cl)=C(\Cl)S(=O)c1ccccc1 (stereo not given)
 : 9, 95, 100, 14, 2, 0.2, -34, 102, 19, -27, -7
- CC(=O)c1ccc(OCC(C)Oc2ccc(C#N)cc2)cc1 (stereo not given)
 : 7, 100, 101, 31, /, /, 13, ?, /, 31, /
- Cc1cccc(OCc2nnc(SCC(=O)Nc3ncc(C)s3)o2)c1
 : 8, 96, 95, -3, 4, 0.4, 13, ?, 14, -32, 7
- N#Cc1ccc(CSc2nnc(-c3ccccc3)n2Cc2ccco2)cc1
 : 35, 100, 101, 6, 7, 2.1, /, 100, 18, 5, -2
- Cc1cccc(N2CCN(C(=O)C3CCN(S(=O)(=O)c4cccc5nsnc45)CC3)CC2C)c1 (stereo not given)
 : 6, 101, 103, 7, 1, 0.6, /, 103, 54, -2, 0
- CCOC(=O)c1sc(NC(=O)c2c(OC)cccc2OC)nc1C
 : 37, 104, 105, -1, 3, 0.8, /, 104, 43, 11, -3
- Cc1cc(NCc2cccnc2)no1
 : 6, 100, 101, -9, /, /, 4, ?, /, -1, /
- O=C(c1n[nH]c(=O)c2ccccc12)N1CCN(c2ccc(F)cc2)CC1
 : 6, 99, 102, -2, 1, 0.3, -15, 100, 56, -3, 1
- C#CCOCCOCCOCCNc1nc(N2CCN(C(=O)[C@H]([C@@H](C)CC)n3cc([C@@H](N)CC(C)C)nn3)CC2)nc(N2CCN(C(=O)[C@H](Cc3ccc(O)cc3)n3cc([C@@H](N)C(C)CC)nn3)CC2)n1 (stereo not given in full)
 : 7, 104, 107, -15, 1, -0.3, 20, 100, 19, -8, -3
- Cc1ccc(N(CC(=O)NC(C)(C)C)C(=O)CS(=O)CC(=O)Nc2ccc3c(c2)OCO3)cc1 (stereo not given)
 : 10, 104, 109, 1, 0, -0.2, /, 116, 8, -1, -2
- CCC(C(=O)NC(C)CCc1ccccc1)n1nc(C)n2c(cc3occc32)c1=O (stereo not given)
 : 36, 97, 98, 5, 1, 0.4, /, 99, 25, -17, 0
- Cc1ccc(C(=O)NC2CCN(S(=O)(=O)c3ccccc3)CC2)cc1
 : 9, 102, 100, -1, 3, 0.4, /, 93, 9, -9, 0
- COc1ccc(-c2nc(C#N)c(NCc3ccccc3Cl)o2)cc1OC
 : 36, 101, 98, -3, 2, 1.0, -5, 99, 16, -1, -2
- Cc1ccc(Sc2ncccc2COC(=O)Nc2c(C)cccc2C)cc1
 : 35, 93, 89, 10, 3, 1.0, 26, 88, 13, 5, -3
- C=CCNC(=O)C1CCN(C(=O)c2ccc(-c3ccccc3)cc2)CC1
 : 9, 107, 100, 2, -1, -0.1, -14, 107, 11, -23, 3
- Cc1cc(C)nc(/N=C(\N)Nc2cccc(OCc3ccccc3)c2)n1
 : 6, 103, 104, 12, /, /, -5, ?, /, 5, /
- CC12CCC(C/C1=N/NC(=O)COc1ccccc1Cl)C2(C)C (stereo not given)
 : 11, 104, 105, -4, 1, 0.3, -16, 107, 11, -4, 0
- COc1ccc(NC(=O)c2ccc(NC3CC(=O)N(c4ccc(C)cc4C)C3=O)cc2)cc1 (stereo not given)
 : 11, 99, 101, 10, /, /, -4, ?, /, 6, /
- OCCCNc1nc(-c2ccc(Cl)cc2)nnc1-c1ccc(Br)cc1
 : 1, 85, 92, 25, -4, 0.9, /, 98, 6, 7, 4

Molecules from the list above with a Cl atom:
Values run as follows: Avidin fluor, RGS8-Gao reg, RGS4-Gao reg, Mcl1-Noxa inh, ABCG2 block, ABCB1 inh, Pf gamet viab, RGS7-Gao reg, GSH fluor, Mcl1 Bid PPI, Mcl-1 Bim block
- COC(=O)c1[nH]c2ccc(Cl)cc2c1NC(=O)CN1CCC(C(N)=O)CC1
 : 16, 95, 96, 10, -1, 0.5, /, 98, 20, -8, 0
- O=C(/C=C\c1ccc2c(c1)OCO2)Nc1c2c(nn1-c1ccc(Cl)cc1)CSC2
 : 3, 110, 110, 19, -1, -0.3, /, 98, 16, -3, -5
- Cc1onc(-c2ccccc2Cl)c1C(=O)Nc1cccc(-c2nc3ncccn3c2C)c1
 : 8, 100, 98, 23, -5, -2.5, /, 101, 11, 5, 1
- CC1CCCCC1NC(=O)CSc1nnc(COc2ccccc2Cl)o1 (stereo not given)
 : 6, 100, 97, 10, 3, 0.4, -9, 100, 26, -22, 2
- O=C(Nc1ccccc1Cl)/C(Cl)=C(\Cl)S(=O)c1ccccc1 (stereo not given)
 : 9, 95, 100, 14, 2, 0.2, -34, 102, 19, -27, -7
- COc1ccc(-c2nc(C#N)c(NCc3ccccc3Cl)o2)cc1OC
 : 36, 101, 98, -3, 2, 1.0, -5, 99, 16, -1, -2
- CC12CCC(C/C1=N/NC(=O)COc1ccccc1Cl)C2(C)C (stereo not given)
 : 11, 104, 105, -4, 1, 0.3, -16, 107, 11, -4, 0
- OCCCNc1nc(-c2ccc(Cl)cc2)nnc1-c1ccc(Br)cc1
 : 1, 85, 92, 25, -4, 0.9, /, 98, 6, 7, 4
